# Assay outcomes deposited in PubChem by several laboratories.
# PKA-R1A activ: activators of PKA-R1A complex; P00514+P68181; PKA-R1A dissociation, Cy5-IP20 fluorescence polarization; scaled: DMSO 0%, 113 µM cGMP 100%; activation, % at 11.4 µM; 340,000 compounds, 0.083% hits; AID 504707;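 active = percent activation above the mean of all tested compounds plus 3 SD, cut at about 19% in these data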;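 note: higher means more PKAc released from R1A so a rise in polarization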
# HTR5A ag: HTR5A agonism, opioid heterodimer counter-screen; P47898; HTR5A agonist assay, luminescence, cell-based; activation, % at 9.3 µM; 340,000 compounds, 0.61% hits; AID 504692; in the data active = activation mostly above about 9.5%, no sharp cut-off; inactive = mostly below about 7.6%;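 note: 0% = cells with vehicle only and 100% = reference agonist; strong numbers were not always called active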
# Target sequence (P47898 whole entry, looked up): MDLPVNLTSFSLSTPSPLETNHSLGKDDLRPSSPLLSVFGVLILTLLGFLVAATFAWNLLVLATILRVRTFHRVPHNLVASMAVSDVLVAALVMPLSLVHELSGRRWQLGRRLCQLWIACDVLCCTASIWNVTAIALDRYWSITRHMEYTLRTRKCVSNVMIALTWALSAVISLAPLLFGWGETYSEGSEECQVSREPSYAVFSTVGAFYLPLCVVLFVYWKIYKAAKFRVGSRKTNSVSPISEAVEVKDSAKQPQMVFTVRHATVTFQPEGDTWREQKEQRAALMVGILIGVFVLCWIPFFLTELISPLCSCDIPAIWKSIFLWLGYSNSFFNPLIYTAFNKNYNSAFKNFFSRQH
# Mot1-301 SUMO: inhibitors of SUMOylation pathway: yeast Mot1-301 growth rescue | 320,000 compounds, 1% hits | AID 2716 | S. cerevisiae Mot1-301 growth rescue, ATP luminescence, 38.5C; percent above DMSO median, 100 means doubled | growth rescue, % at 18.8 µM;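 active = every valid replicate shows activation above 250% relative to neutral control wells; inactive = the rest, any valid replicate at or below 250%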;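 note: OY570 slx delta 5 strain wells were the positive control but not used for scaling; some compounds called inactive have numbers as strong as hits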
# phage Ecoli inh: E. coli growth loss with phage present. growth absorbance. 360,000 compounds, 0.26% hits. AID 651602. inhibition, % at 11.9 µM; in the data active = inhibition above about 11%
# Ecoli viability: counter-screen for AddAB inhibitors: E. coli growth inhibition | E. coli V3065 growth, OD600 absorbance, 18 h | inhibition, % at 11.9 µM | 330,000 compounds, 0.27% hits | AID 449728;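 active = inhibition above the campaign's mean inhibition across all tested compounds plus 3 SD, cut at about 9.9% in these data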;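 note: uninfected addAB+ strain grown without phage in ampicillin broth; 0% = DMSO wells and 100% = ciprofloxacin 0.95 µg/ml wells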
# MOR-DOR ag: agonists of human mu-delta opioid receptor heterodimerization | P35372+P41143 | cells, OPRM1-OPRD1 heterodimerization, luminescence | activation, % at 9.3 µM | 340,000 compounds, 0.3% hits; in the data active = activation above about 18%;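 note: 0% = vehicle-treated cells and 100% = reference agonist; values of inactives mirror those of a sister screen read the other way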
# DSG3 Ab inh: human desmoglein-3 autoantibody binding inhibition | P32926 | DSG3-coupled beads, scFv-anti-DSG3-GFP binding, flow cytometry; hits give low values | binding (percent of control), % at 10 µM | 310,000 compounds, 0.48% hits;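 active = binding more than 3 SD below its plate's average and above zero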;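 note: hits lower antibody fragment binding to DSG3; some compounds called inactive have numbers as strong as hits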
# PfHsp90 yeast 2: reduces growth (ATP signal) of yeast expressing P. falciparum Hsp90. S. cerevisiae expressing PfHsp90, BacTiter-Glo ATP, 48 h; yeast lacking PDR1 and PDR3 efflux regulators. inhibition, % at 9.4 µM. 310,000 compounds, 0.32% hits. AID 504621;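 active = every replicate shows inhibition above about 80%, whatever the replicate mean, limit read from the data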;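 note: 0% = DMSO neutral controls and 100% = 20 µM radicicol positive controls; yeast relying on Plasmodium falciparum Hsp90 in place of its own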
# HTR5A inv ctr: HTR5A inverse agonism, opioid heterodimer counter-screen | P47898 | HTR5A cell line, luminescence | inhibition, % at 9.3 µM | 340,000 compounds, 0.083% hits | AID 504634; in the data active = inhibition mostly above about 23%, no sharp cut-off; inactive = mostly below about 18%;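 note: 0% = cells with DMSO and 100% = no-cell wells with DMSO; some compounds called inactive have numbers as strong as hits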
# AddAB inh: less growth of phage-infected E. coli with AddAB. inhibition, % at 11.9 µM. 330,000 compounds, 0.29% hits. E. coli expressing H. pylori AddAB, absorbance growth. AID 435030; in the data active = inhibition above about 12%;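 note: 0% = vehicle wells of infected cells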
# OPRM1-OPRD1 inv: inverse agonists of human mu-delta opioid receptor heterodimerization | P35372+P41143 | cell-based MOR-DOR heterodimer luminescence, inverse agonism | inhibition, % at 9.3 µM | 340,000 compounds, 0.21% hits | AID 504357; in the data active = inhibition above about 22%, passing the limit was not always enough;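 note: 0% = cells with DMSO and 100% = wells without cells with DMSO; values of inactives mirror those of a sister screen read the other way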
# * = called active by the depositor; · = no result given.
SMILES,PKA-R1A activ,HTR5A ag,Mot1-301 SUMO,phage Ecoli inh,Ecoli viability,MOR-DOR ag,DSG3 Ab inh,PfHsp90 yeast 2,HTR5A inv ctr,AddAB inh,OPRM1-OPRD1 inv
CCOc1ccc2nc(SCC(=O)N3CCCCCC3)c(C#N)cc2c1,-19,1,-4,2.4,0.7,3.9,103,-38,-4,0.7,-21
CC1CCCN(S(=O)(=O)c2ccc(C(=O)Nc3nnc(C4=COCCO4)o3)cc2)C1 (stereo not given),2,0,-14,1.9,-3.8,-2.0,·,·,2,-2.1,11
CCn1c(C)cc(C(=O)CN2C(=O)c3ccccc3S2(=O)=O)c1C,-8,0,-15,2.7,-1.5,-3.2,·,0,4,0.8,12
COc1ccc(Cl)cc1N(CC(=O)N1CCCC1)S(C)(=O)=O,1,-2,-15,3.5,1.6,-0.2,118,12,7,-0.7,1
Cc1ccc(C)c(NC(=O)CN(C)C(=O)c2cc([N+](=O)[O-])ccc2N2CCOCC2)c1,0,-5,55,3.7,0.7,-4.0,101,-16,-11,-0.7,20
CC12C=CC(=O)C=C1CCC1C3CCC(O)(C(=O)CO)C3(C)CC(O)C12F (stereo not given),5,2,·,1.5,·,-3.3,87,1,-9,·,15
COc1ccccc1C(=O)n1nc(-c2ccccc2)nc1NCc1ccco1,-13,4,21,1.6,0.0,0.2,100,-14,-10,0.4,-1
COc1ccc(-c2cc(C)no2)cc1S(=O)(=O)N1CCN(C(=O)c2ccco2)CC1,-4,-1,3,2.2,0.1,-0.6,117,-8,2,1.9,3
Fc1cccc(-c2c(-c3ccccc3)ncc3cc(F)ccc23)c1,-2,-10,-26,3.0,-1.1,3.9,103,-17,25,0.9,-21
COc1ccc(Cn2c(=O)sc3ccccc32)cc1,9,4,-5,3.7,0.7,-1.5,·,-11,-11,0.2,7
CCCC(C(=O)NC1CCCC1)N(Cc1cccs1)C(=O)c1snc(C(N)=O)c1N (stereo not given),-6,6,8,0.7,-1.0,-2.0,102,-8,-20,2.5,11
Cc1cc(=O)[nH]c(SCc2cccc(F)c2)n1,-11,6,·,4.3,2.6,-2.1,102,-19,22,1.5,12
CCOC(=O)N1CCN(C(=O)c2cccc(-n3c(=S)[nH]c4cc(Cl)ccc4c3=O)c2)CC1,11,-5,-28,0.2,1.6,-2.2,98,14,18,-1.2,12
Cc1c(/C=C(\CC(=O)O)c2nc3ccccc3s2)cc(C#N)n1C,0,1,-3,2.5,2.1,-3.0,96,14,-2,-0.5,16
CC(NS(=O)(=O)OCC(Cl)(Cl)Cl)c1ccc(C(C)(C)C)cc1 (stereo not given),-9,8,-18,2.5,-0.2,15,111,-35,-21,1.1,-69
CC=Cc1cc(OC)c2c(c1)C(C)C(c1ccc(O)c(OC)c1)O2 (stereo not given),-18,0,·,-0.6,·,6.7,124,-3,1,·,-35
COc1ccc(NC(=O)Nc2cc(C)ccc2OC(F)F)c(OC)c1,-11,1,506,3.9,-1.3,-0.2,94,-5,-6,2.6,1
Cc1cccc(C(=O)c2c(N)sc3c2CCC(C)C3)c1 (stereo not given),3,3,6,2.9,-1.0,0.7,104,-48,-7,-0.4,-3
O=C(N/N=C\c1cc(Cl)ccc1O)c1ccc(S(=O)(=O)N2CCCCC2)cc1,-1,-3,-6,4.2,6.0,9.0,115,5,-35,11,-48
O=C(COc1cccc2cccnc12)Nc1cccc(S(=O)(=O)N2CCCC2)c1,8,3,5,0.2,-0.3,2.1,99,-12,-5,0.9,-8
COc1ccc(-c2nc(SCc3ccc(C#N)cc3)[nH]c(=O)c2C#N)cc1,0,3,0,0.0,1.1,-2.8,96,6,-10,0.1,13
COc1ccc(-c2cc(C(=O)Nc3ccc(F)cc3F)no2)cc1,-3,-5,1,2.5,-0.5,-2.9,116,-5,20,-2.1,14
COc1ccc(CCNc2nnc(Sc3nnnn3-c3ccccc3)s2)cc1OC,-2,0,-5,3.0,-0.1,-2.1,·,3,1,1.0,11
COc1cccc(NC(=O)COc2cccc3c2CCNC3=O)c1,-1,-1,11,1.8,0.3,-3.4,90,·,0,1.0,19
CC(=O)c1ccc(N2CCN(C(=S)NCCCN(C)C)CC2)cc1,4,2,-5,0.2,0.4,-1.6,125,·,-24,-0.7,8
Cc1ccc(CS(=O)(=O)Cc2ccc(C(=O)NCc3cccnc3)o2)cc1,-9,-1,10,3.7,2.6,-0.5,109,20,-3,2.5,3
O=C(N/N=C\c1ccc([N+](=O)[O-])o1)C1COc2ccccc2O1 (stereo not given),-5,-4,-15,8.8,3.0,5.4,99,-25,12,4.0,-31
O=C(/C=C/c1ccccc1Cl)NNC(=O)c1cccs1,-2,-7,11,1.7,0.7,-2.6,101,9,0,2.1,14
O=C(CN1C(=O)c2ccccc2S1(=O)=O)NCCC1=CCCCC1,2,4,-23,3.4,-0.5,-1.2,·,29,-8,1.6,5
CCc1ccccc1S(=O)(=O)Cc1ccc(C(=O)N2CCN(c3ccccn3)CC2)o1,-8,6,9,3.3,1.6,-0.4,105,15,-19,5.3,2
O=C(Nc1cccc(-n2cnnn2)c1)c1ccco1,2,2,9,2.6,0.6,-1.2,105,-37,-13,4.5,7
Cc1ccc(NC2CC(=O)N(c3ccc(N4CCCCC4)cc3)C2=O)cc1 (stereo not given),-6,1,680*,0.8,-1.6,5.5,91,-15,-8,3.0,-30
CC1=NNC(=O)C1Cc1ccc(F)cc1 (stereo not given),-2,0,7,-1.3,-1.0,-2.2,100,-6,2,5.2,11
C#CCOCCOCCOCCNc1nc(N2CCN(C(=O)[C@H](CCCCN)n3cc(CC(C)O)nn3)CC2)nc(N2CCN(C(=O)[C@H](CCCCN)n3cc(CC(C)O)nn3)CC2)n1 (stereo not given in full),7,-3,-7,1.4,-2.7,-1.0,114,8,7,0.2,6
Cc1ccc(N2CCN(C(=O)c3cccc([N+](=O)[O-])c3)CC2)cc1Cl,-8,2,9,2.8,1.4,3.9,97,-1,7,4.2,-20
O=c1cnc2cc([N+](=O)[O-])ccc2[nH]1,3,1,848*,3.6,-0.6,0.3,96,10,-2,-1.6,-2
CCc1ccc2c(CN3CCN(S(=O)(=O)c4ccc5c(c4)OCCO5)CC3)cc(=O)oc2c1,10,-2,0,-0.5,0.0,0.3,·,46,-16,-1.0,-2
CCOc1ccc(C2C(C#N)=C(N)N(N(C)C)C3=C2C(=O)CCC3)cc1 (stereo not given),3,0,32,1.1,2.1,-2.3,123,11,0,1.2,10
COC(=O)NNC(=O)COc1ccc(Cl)cc1,8,2,13,·,2.1,-1.4,70,-9,8,1.4,7
CCOC(=O)CN(C)S(=O)(=O)c1ccc(-c2cc(C(=O)OC)sc2C(F)(F)F)cc1,·,·,2,-2.1,4.0,·,109,·,·,4.9,·
Cc1cc(O)ccc1-c1cnc2ccccc2n1,1,2,-8,2.7,1.2,5.3,102,-23,-22,2.3,-30
O=C(Nc1ccccc1)N1CCOCC1,-11,3,-7,0.5,-2.0,0.7,·,·,4,4.0,-4
CC[N+]1=C(C)C(C)(C)c2cc(C)ccc21,-1,0,8,0.0,2.1,2.4,98,4,16,3.6,-12
CC(=O)N/N=C/c1cc2c(cc1[N+](=O)[O-])OCO2,-3,0,·,2.9,1.7,-1.2,99,-7,-9,-0.3,7
CSc1ncc(Cl)c(C(=O)Nc2nnc(SC/C=C/c3ccccc3)s2)n1,6,-1,3,1.3,0.9,-2.8,119,·,-52,4.5,16
O=C(CC1Sc2ccccc2NC1=O)Nc1cccc(-c2nnc3n2CCCCC3)c1 (stereo not given),-4,7,59,2.9,-1.3,-2.7,93,-15,1,2.3,17
CCc1nc2nc(C)c(NS(=O)(=O)c3ccc(Cl)s3)c(=O)n2[nH]1,1,-2,-4,1.4,-1.5,-3.2,107,7,6,2.0,17
CC1(C)CC(O)(CNCc2ccc3c(c2)OCO3)CCO1 (stereo not given),3,-6,-12,3.7,0.6,-1.5,98,-4,-3,3.5,8
